Screens (PubChem)
MC4R antagonist – MC4R antagonists of cAMP signaling, primary screen, cell-based, TR-FRET, antagonist arm of biased-ligand search | MC4R-expressing cells, MTII-stimulated cAMP, LANCE TR-FRET | inhibition, % at 6.5 µM | actives 0.48% (n = 360,000);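 active means inhibition above its plate's cutoff, the mean of tested wells on that plate plus 3 SD, cut at about 29% in these data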;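 further: 0% = Melanotan II alone and 100% = Melanotan II plus saturating MCL0020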
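System – human MC4R-expressing U2OS cells · Also added – Melanotan II · Dosing – one concentration, 6.5 µM nominal · Timing – 30-min compound, 1-h challenge, 1-h detection, room temperature · Measured by – Eu-cAMP/anti-cAMP TR-FRET, emission 671 nm · Replicates – singlicate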
NCOA2 inhibitor – inhibition of GAL4-SRC2 driven luciferase reporter, primary screen, SRC2 inhibitor project, cell-based, luminescence | actives 0.17% (n = 370,000) | inhibition, % at 9 µM | AID 651957, 2012 | HEK293 GAL4-SRC2 luciferase reporter;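 active means inhibition above the mean inhibition of all tested compounds plus 3 SD, set per campaign, cut at about 52% in these data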;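 further: 0% = DMSO treated cells and 100% = cells given Gossypol at 36 µM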
SRC3 inh – SRC3 coactivator transcriptional activity inhibitors, primary screen, cell-based, luminescence. Nuclear receptor coactivator 3 (Homo sapiens), Q9Y6Q9. AID 588352, 2011. inhibition, % at 3.6 µM. actives 0.17% (n = 360,000). HEK293 GAL4-SRC3 luciferase reporter;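 active means inhibition above a per-campaign cutoff, the mean of all compounds plus 3 SD, cut at about 60% in these data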;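 further: 0% = DMSO-treated cells and 100% = gossypol-treated cells at 36 µM; higher means less SRC3-driven luciferase light from the GAL4 reporter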
TLR9-MyD88 block – inhibitors of TLR9-MyD88 association in cells, primary screen, cell-based, CHO, BLA complementation, fluorescence; CCF4 FRET ratio; actives 0.21% (n = 340,000); AID 504734, 2011; inhibition, % at 4.98 µM;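 active means inhibition above the mean over all tested compounds plus 3 SD, cut at about 21% in these data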;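 further: 0% = DMSO only wells and 100% = clavulanate BLA inhibitor control wells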
MC4R ag barr – MC4R agonists recruiting beta-arrestin, primary screen, cell-based, luminescence, agonist arm of biased-ligand search. U2OS MC4R beta-arrestin complementation; percent of melanotan II response, DMSO zero. activation, % at 8.9 µM. actives 0.98% (n = 360,000). AID 540308, 2011;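 active means activation above a per-plate cutoff, the mean activation of sample wells on that plate plus 3 SD, cut at about 8% in these data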
NR5A2 inv ag – LRH-1 (NR5A2) inverse agonists, primary screen, cell-based, luminescence, HEK293T, StAR-luciferase reporter; Nuclear receptor subfamily 5 group A member 2 (Homo sapiens), O00482; LRH-1 transfected, 24 h; inhibition, % at 3.6 µM; actives 0.13% (n = 360,000);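 active means inhibition above the mean inhibition of all tested compounds plus 3 SD, cut at about 73% in these data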;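 further: 0% = DMSO wells and 100% = reporter-only cells lacking LRH-1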
ABHD5 PLIN5 PPI – ABHD5-PLIN5 interaction inhibitors, primary screen, cell lysate, split luciferase complementation, luminescence. Perilipin-5 (Homo sapiens) + 1-acylglycerol-3-phosphate O-acyltransferase ABHD5 (Homo …. Split G. princeps luciferase complementation, 4 h. inhibition, % at 4 µM. actives 0.78% (n = 360,000). AID 602281, 2012;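 active means inhibition above the mean inhibition across every tested compound plus 3 SD, cut at about 22% in these data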;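 further: 0% = DMSO only wells and the 100% control is not disclosed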
LMP1 NFkB inh – EBV LMP1-driven NF-kappaB luciferase reporter inhibitors, primary screen, cell-based, luminescence, single point; LMP1-induced NF-kappaB luciferase reporter cells; inhibition, % at 12.5 µM; actives 0.69% (n = 350,000); AID 504558, 2011; in the data active means inhibition above about 41%;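 further: 0% = neutral control wells and 100% = reference inhibitor control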
NOD2 RIPK2 PPI – NOD2-RIPK2 binding disruptors in cells, primary screen, fluorescence, CHO cells, BLA complementation; CCF4 ratio; inhibition, % at 4.98 µM; actives 0.38% (n = 360,000); AID 624267, 2012; in the data active means inhibition above about 21%;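 further: 0% = vehicle only and 100% = reference blocker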
Target sequence (O43353 whole entry, looked up): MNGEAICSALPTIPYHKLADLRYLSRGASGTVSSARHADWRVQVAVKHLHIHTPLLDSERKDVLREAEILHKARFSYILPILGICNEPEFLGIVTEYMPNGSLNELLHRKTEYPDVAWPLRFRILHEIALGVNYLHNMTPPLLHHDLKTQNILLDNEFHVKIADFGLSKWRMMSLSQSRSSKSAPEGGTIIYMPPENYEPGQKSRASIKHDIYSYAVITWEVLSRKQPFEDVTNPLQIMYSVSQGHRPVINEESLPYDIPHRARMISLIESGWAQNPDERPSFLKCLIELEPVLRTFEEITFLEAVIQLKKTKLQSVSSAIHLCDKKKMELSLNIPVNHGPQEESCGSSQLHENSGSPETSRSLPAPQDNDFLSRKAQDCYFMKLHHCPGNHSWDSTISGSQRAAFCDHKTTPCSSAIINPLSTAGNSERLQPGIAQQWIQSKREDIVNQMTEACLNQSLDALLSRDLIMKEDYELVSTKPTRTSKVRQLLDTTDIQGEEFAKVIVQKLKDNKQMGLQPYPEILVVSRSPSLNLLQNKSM
NR2F2 inh – NR2F2 transcriptional activity inhibitors, primary screen, cell-based, luciferase reporter, HEK293T, luminescence; AID 686940, 2013; HEK293T NGFI-A luciferase reporter; inhibition, % at 8.6 µM; COUP transcription factor 2 (Homo sapiens), P24468; actives 0.7% (n = 370,000);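 active means inhibition above a per-plate cutoff, mean inhibition of test wells between control levels plus 3 SD, cut at about 38% in these data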;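 further: cells cotransfected with COUP-TFII expression vector driving the NGFI-A reporter; 0% = median of COUP-TF2 test wells and 100% = reporter-only cells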
Target sequence (P24468 whole entry, looked up): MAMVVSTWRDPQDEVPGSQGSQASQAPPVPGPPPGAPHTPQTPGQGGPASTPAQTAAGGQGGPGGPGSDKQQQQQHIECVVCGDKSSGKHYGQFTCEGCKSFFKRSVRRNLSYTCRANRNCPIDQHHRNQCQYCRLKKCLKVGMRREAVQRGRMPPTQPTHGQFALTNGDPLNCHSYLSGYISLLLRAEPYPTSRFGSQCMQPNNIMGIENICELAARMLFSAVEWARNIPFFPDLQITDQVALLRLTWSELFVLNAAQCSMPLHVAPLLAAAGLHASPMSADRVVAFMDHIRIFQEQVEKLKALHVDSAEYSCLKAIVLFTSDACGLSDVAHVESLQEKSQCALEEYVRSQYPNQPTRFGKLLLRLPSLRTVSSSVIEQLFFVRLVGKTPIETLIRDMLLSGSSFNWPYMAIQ
SRC1 inh – SRC1 coactivator transcriptional activity inhibitors, primary screen, cell-based, luminescence | inhibition, % at 3.6 µM | actives 0.12% (n = 360,000) | HEK293 GAL4-SRC1 luciferase reporter | Nuclear receptor coactivator 1 (Homo sapiens), Q15788;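 active means inhibition above the campaign mean plus 3 SD, with each screening campaign given its own cutoff, cut at about 60% in these data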;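 further: 0% = DMSO treated cells and 100% = gossypol at 36 µM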
An asterisk follows results filed as active; . = no result given.

SMILES	MC4R antagonist	NCOA2 inhibitor	SRC3 inh	TLR9-MyD88 block	MC4R ag barr	NR5A2 inv ag	ABHD5 PLIN5 PPI	LMP1 NFkB inh	NOD2 RIPK2 PPI	NR2F2 inh	SRC1 inh
Cc1oc2cc(O)cc(C)c2c(=O)c1-c1cnn(-c2ccccc2)c1	-3	13	28	12	4.9	-4	4	4	6	6	-4
COc1ccc(CNC(=O)[C@H](C)NC(=O)C2CC(=O)N(c3ccc(OC)cc3)C2)cc1 (stereo not given in full)	-1	-22	8	1	-3.1	10	-2	3	-3	-5	-2
COc1ccc(S(=O)(=O)n2nc(-c3ccc(Cl)cc3)cc2N)cc1	4	-13	-5	8	1.0	10	-1	-5	3	-5	2
Cc1ccc2c(c1)N(C(=O)CCC(=O)NCCN1CCOCC1)CC(C)O2 (stereo not given)	9	13	-15	5	-1.4	-4	6	2	3	17	-4
CCN(CC)CCN(Cc1cc2cc(C)c(C)cc2[nH]c1=O)C(=S)NCc1ccco1	-4	-25	10	-14	0.4	7	6	-5	-8	-1	-73
Cc1ccc(NC(=O)CSc2nc(=O)n(CCCN(C)C)c3c2CCC3)c(C)c1	8	6	23	2	-2.0	2	1	-3	-6	-2	-9
CN1CCN(c2oc(-c3ccccc3F)nc2S(=O)(=O)c2ccc(Cl)cc2)CC1	0	.	-13	-18	2.0	9	3	2	-3	.	-52
COC(=O)c1ccc(Cn2nnc3c(=O)[nH]c(C4CCN(S(=O)(=O)c5ccc(F)cc5)CC4)nc32)cc1	-12	6	-17	-7	-2.9	-15	7	-8	6	-6	4
CC1CN(S(=O)(=O)c2cccc(C(=O)NCc3ccccn3)c2)CC(C)O1 (stereo not given)	3	7	-12	-4	-5.0	-27	-2	2	1	2	-2
COCc1cc(C)nc(SCc2ccccc2Cl)c1C#N	-1	4	12	-8	-0.3	5	-3	-2	-8	-7	-18
CC1CN(C(=O)CCC(=O)NCc2ccccc2)c2ccccc2S1 (stereo not given)	0	16	-24	9	0.6	-30	-2	-5	-7	-25	1
O=[N+]([O-])c1ccc(S(=O)(=O)Nc2nc(-c3ccccc3)cs2)cc1	-1	15	-7	9	0.3	10	-3	1	-4	3	2
COc1ccc(CNc2nc3ccccc3n2CCN2CCCCC2)cc1	13	-11	-3	-3	1.2	-30	-1	7	-4	14	-21
Cn1c(=S)n(/N=C/c2cccs2)c2ccccc21	11	-5	0	-8	-0.2	-18	-8	5	-2	3	-5
N#Cc1c(NC(=O)/C=C/c2ccco2)sc2c1CCCC2	-21	-46	-50	-4	5.1	-108	-2	-29	17	-174	-127
N#CC1(Nc2ccc(S(N)(=O)=O)cc2)CCCC1	11	-13	-5	-12	0.3	-5	-9	6	-6	9	-18
Cc1nc2ccsc2c(=O)n1-c1ccc(Cl)cc1	6	-10	0	-1	-3.2	11	1	0	4	7	-28
CCOC(=O)C(=N/O)/C(C)=N/NC(C)=O	13	-1	9	-11	-1.4	-1	0	-3	1	-11	2
COc1cc2[nH]c3c(=O)n(CCN(C(C)C)C(C)C)cnc3c2cc1OC	10	-35	10	2	-1.9	-16	-1	-1	1	8	-25
O=C1CCC(C(=O)OCc2nnc(-c3ccc(Cl)cc3)o2)=NN1	12	-43	8	1	-1.1	4	-4	2	-5	-5	-23
O=C(CSc1nc(-c2cccs2)cc(C(F)(F)F)n1)NCCCn1ccnc1	13	-13	-5	1	2.0	-35	-5	6	-5	4	-11
COc1ccc([C@@H]2CC=C(C(=O)O)[C@H](c3ccccc3)N2S(=O)(=O)c2ccc(C)cc2)cc1OC	11	-6	-66	-1	0.5	6	13	5	2	4	-36
N#Cc1ccc(OCC(O)CN2CCN(C(c3ccccc3)c3ccccc3)CC2)cc1 (stereo not given)	-4	7	2	-2	2.7	5	3	-1	9	0	-15
O=C(NN=C1CCCC1)c1cc(Br)ccc1O	-7	-34	-5	3	0.2	-13	-2	-6	-10	-3	-40
Nc1nc(SCc2nc3sc4c(c3c(=O)[nH]2)CCCC4)n[nH]1	8	-12	1	12	-1.5	-11	-3	-9	6	8	-21

Two compounds from above, limited to NOD2 RIPK2 PPI, SRC3 inh and ABHD5 PLIN5 PPI:
mol,NOD2 RIPK2 PPI,SRC3 inh,ABHD5 PLIN5 PPI
O=C1CCC(C(=O)OCc2nnc(-c3ccc(Cl)cc3)o2)=NN1,-5,8,-4
O=C(CSc1nc(-c2cccs2)cc(C(F)(F)F)n1)NCCCn1ccnc1,-5,-5,-5

Next section.
SMILES	MC4R antagonist	NCOA2 inhibitor	SRC3 inh	TLR9-MyD88 block	MC4R ag barr	NR5A2 inv ag	ABHD5 PLIN5 PPI	LMP1 NFkB inh	NOD2 RIPK2 PPI	NR2F2 inh	SRC1 inh
CC(C)Oc1nc(-c2ccc(Cl)cc2)nc2ccccc12	2	-1	17	-12	-0.6	1	-4	0	-10	1	1
O=c1[nH]nc(SC2CCCCC2)c(=O)[nH]1	15	8	-6	1	-1.0	-10	-8	2	-5	-3	-21
COc1cc(CCC(C)NCc2ccccc2)ccc1O (stereo not given)	0	6	-31	5	-1.0	-19	-1	2	-1	-32	-11
O=S(=O)(Nc1cccc(-n2cnnn2)c1)c1ccc(F)cc1	19	-2	6	-8	-4.8	-11	4	-10	-12	-3	-15
COc1cccc(/C=N/NC(=O)c2cccc3ccccc23)c1	0	-16	-27	10	-1.9	11	1	-1	3	1	-2
COc1cc(OC)cc(C2=NCCN2)c1	10	-9	-4	7	-0.7	10	0	-7	5	-15	11
CC(C)CNC(=O)c1oc2ccccc2c1COc1ccccc1	19	2	1	1	-1.2	23	-5	-8	-4	0	2
COc1ccc(/C=N/NC(=O)c2ccccc2O)cc1Cn1cc(Cl)cn1	-3	-30	10	1	-3.6	-16	18	-2	3	4	-10
CCOP(=O)(OCC)c1nc(-c2ccc(C)cc2)oc1NCc1ccccc1	14	0	-2	8	-1.8	-4	4	5	1	-1	20
COc1cc(/C=C2\C(=N)N3N=C(S(C)(=O)=O)SC3=NC2=O)cc(OC)c1OCCOc1ccccc1C	10	-50	-5	0	-1.0	13	5	6	0	4	-20
O=C(CNC(=O)c1ccccc1)NCC(O)c1ccc([N+](=O)[O-])cc1 (stereo not given)	9	16	-10	-8	0.8	15	-5	11	-2	11	4
c1ccc(-c2cc(N3CCCCC3)nc(-c3ccccc3)n2)cc1	3	4	-10	7	-1.3	0	-10	-17	8	10	25
CC(C)CN(C(=O)CSc1n[nH]c(-c2cccs2)n1)C1CCS(=O)(=O)C1 (stereo not given)	-2	-12	-4	1	2.1	2	-4	-5	2	-9	-9
CCCCN(C=O)c1c(CC)nc2c(OCc3cccc(Cl)c3)cccn12	4	3	-18	.	-0.2	-3	8	.	-3	18	11
CCc1ccccc1N1CC(C(=O)Nc2cc(C)on2)CC1=O (stereo not given)	8	-1	16	-6	1.1	9	1	-7	2	6	0
COc1ccccc1CNC(=O)C1CCN(C(=O)NC2CCCCC2)CC1	2	-17	14	-11	-2.5	8	-1	-1	1	-3	-20
CCCCNC(=O)CSc1nc2ccccc2c(=O)n1CCNC(C)=O	6	-2	-11	6	-1.8	0	3	1	4	14	-20
COc1ccc(C(C)=O)cc1COC(=O)c1ccc(OCc2c(C)noc2C)cc1	1	-18	1	-11	16*	13	0	-3	-3	-7	-28
O=C(NNc1c2ccccc2nc2ccccc12)c1cc2ccccc2cc1O	-3	-22	-2	1	-6.4	-19	26*	-1	-8	6	19
Cc1ccc2cc(C)c3nnc(SCC(=O)c4cccs4)n3c2c1C	4	13	5	8	-1.8	7	8	5	-7	12	-5
CCCc1cc2c(cc1NC(=O)c1ccccc1Cl)OCO2	3	-34	-5	1	-0.3	-2	4	2	-9	2	0
C/C(=N\NC(=O)c1cccc(S(=O)(=O)N2CCCC2)c1)c1ccc(OCC(=O)N(C)C)cc1	0	-8	19	-6	-2.5	13	-6	-7	-9	-5	-2
Cc1ccc(N2C(=O)c3ccccc3NC2(C(=O)O)c2ccccc2)cc1Cl (stereo not given)	10	-74	-86	2	-1.8	-105	3	-12	6	-46	-100
CSc1cccc(NS(=O)(=O)c2ccccc2)c1	3	-4	16	0	0.7	0	0	3	-15	-8	2
Cc1ccc(Cc2c(C)nc3nc(SCC(=O)NCCCN4CCOCC4)nn3c2C)cc1	6	22	3	0	-0.4	14	2	-2	0	8	-3
More compounds follow.
SMILES	MC4R antagonist	NCOA2 inhibitor	SRC3 inh	TLR9-MyD88 block	MC4R ag barr	NR5A2 inv ag	ABHD5 PLIN5 PPI	LMP1 NFkB inh	NOD2 RIPK2 PPI	NR2F2 inh	SRC1 inh
N#Cc1ccc(-c2nc3c4ccccc4ccn3c2Cc2ccsc2)cc1	.	-5	.	.	.	-7	-1	.	-3	-25	.
O=C(CN1C(=O)/C(=C/c2ccccc2F)Sc2ccccc21)NCC1CCCO1 (stereo not given)	6	-5	12	-5	-3.8	7	3	-4	1	4	-2
CCn1c(CNS(=O)(=O)c2ccc(Cl)cc2)n[nH]c1=S	4	11	3	8	-1.1	4	-4	11	0	-7	9
CC(C)N(C(=O)CSc1nnc(NC(=O)C2CCC2)s1)C(C)C	10	4	-6	2	-1.1	10	1	-13	-3	-7	-19
CCOC(=O)C1=CCN(Cc2ccccc2)CC1	0	-30	-1	9	0.2	8	3	0	-2	6	-53
Cc1ccc(-c2ccc(/C=C3\SC(N4CCOCC4)=NC3=O)o2)cc1	13	-16	0	-2	-1.2	0	13	-104	6	-28	-7
CCOC(=O)c1[nH]c(C)c(/C(O)=C2\C(=O)C(=O)N(CCN3CCOCC3)C2c2ccco2)c1C (stereo not given)	1	7	8	-4	-1.2	0	5	2	-4	-16	-5
O=[N+]([O-])c1cccc2c(S(=O)(=O)N3CCOCC3)cccc12	0	6	-7	-11	-1.4	-4	-2	2	-3	17	-3
Cc1ccc(/C=C2\SC(=S)N(CCC(=O)NNC(=O)c3cccc(O)c3)C2=O)cc1	8	-67	-11	-1	-3.9	-23	-1	-5	-3	-6	4
COCCNC(=O)CN(C(=O)CCC(=O)Nc1ccccn1)c1ccc(C)cc1C	7	-35	1	13	-0.8	14	-6	2	-12	7	6
COc1cccc(/C=N/n2c(COc3ccccc3)n[nH]c2=S)c1OC	7	9	-10	-3	-2.9	-7	-7	-4	8	-28	3
CCN(CC)S(=O)(=O)c1ccc(N2CC(C(=O)NCc3ccc4c(c3)OCO4)CC2=O)cc1 (stereo not given)	7	6	3	-6	-0.4	4	-3	4	-2	-1	-3

This is a subset (hit frequency here may not be typical).
